APOBEC3G inh – blocks human APOBEC3G single-stranded DNA deamination. Q9HC16. recombinant A3G, ssDNA deamination FAM/TAMRA fluorescence. inhibition, % at 20 µM. actives 0.28% (n = 330,000). AID 493012;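 active means inhibition of at least 40% at 20 µM, with no more than 30% in the related APOBEC3A deaminase screen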;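 further: plate controls were DMSO wells with A3G for no effect and wells lacking A3G enzyme for full effect; some compounds called inactive have numbers as strong as hits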
Target sequence (Q9HC16 whole entry, looked up): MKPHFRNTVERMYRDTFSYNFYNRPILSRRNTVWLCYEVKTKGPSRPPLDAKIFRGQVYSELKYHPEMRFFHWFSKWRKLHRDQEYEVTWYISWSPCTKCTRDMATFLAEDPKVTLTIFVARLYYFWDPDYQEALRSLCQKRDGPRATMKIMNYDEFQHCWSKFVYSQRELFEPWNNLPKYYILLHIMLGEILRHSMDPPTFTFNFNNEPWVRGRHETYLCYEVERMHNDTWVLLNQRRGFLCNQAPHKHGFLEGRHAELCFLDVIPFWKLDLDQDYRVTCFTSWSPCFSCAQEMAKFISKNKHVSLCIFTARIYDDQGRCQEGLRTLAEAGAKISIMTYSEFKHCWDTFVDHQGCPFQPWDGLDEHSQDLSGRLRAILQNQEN
Gli-Sufu block – Gli-Sufu pathway antagonism | inhibition, % at 5 µM | Sufu-KO-LIGHT fibroblasts, Gli luciferase reporter luminescence | actives 0.74% (n = 340,000);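 active means inhibition above about 55%, limit read from the data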;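 further: 0% = DMSO-treated cells and 100% = wells with medium but no cells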
CCR6 antag – CCR6 (human) receptor antagonism; actives 0.49% (n = 340,000); P51684; inhibition, % at 20 µM; CHO-K1 CCR6 PathHunter beta-arrestin, luminescence, CCL20-stimulated; AID 493098;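 active means compounds whose inhibition of the agonist-driven luminescence signal at 20 µM reaches about 50%, limit read from the data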;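 further: cells stimulated with CCL20 at 14 nM final; plate controls were DMSO with CCL20 for no effect and DMSO without agonist for full effect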
NR3A LBD binder – modulators (binders) of human NR3A ligand-binding domain. actives 2.5% (n = 340,000). NR3A LBD differential scanning fluorimetry, Tm shift; 0% = protein alone, 100% = glycine-bound protein. Tm shift relative to glycine control, % at 25 µM;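 active means melting temperature shift of at least 10% of the positive control shift, at one fixed dose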
CXCR6 block – blocks human CXCR6 beta-arrestin recruitment. CHO-K1 PathHunter CXCR6 beta-arrestin, luminescence. inhibition, % at 20 µM. actives 0.36% (n = 360,000). AID 602244; in the data active means inhibition above about 34%, passing the limit was not always enough;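 further: antagonist mode with CXCL16 agonist at 10 nM final; 0% = 10 nM CXCL16 with DMSO and 100% = unstimulated wells without agonist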
MPTP block – inhibitors of mitochondrial permeability transition pore | isolated mouse mitochondria, Ca2+ swelling absorbance, 30 min | inhibition, % at 10 µM | actives 1.4% (n = 360,000) | AID 602449;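 active means inhibition of 50% or more, scaled per plate between neutral and stimulator controls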;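 further: 0% = DMSO wells given calcium and 100% = 1 mM EGTA wells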
APOBEC3A inh – inhibitors of human APOBEC3A DNA deaminase. recombinant A3A, FAM/TAMRA ssDNA deamination fluorescence. actives 0.41% (n = 330,000). inhibition, % at 20 µM;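 active means at least 40% inhibition at 20 µM here, with at most 30% in a related deaminase screen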;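 further: plate controls were A3A with DMSO for no effect and wells lacking A3A enzyme for full effect; some results filed as inactive read as strong as hits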
Target sequence (P31941 whole entry, looked up): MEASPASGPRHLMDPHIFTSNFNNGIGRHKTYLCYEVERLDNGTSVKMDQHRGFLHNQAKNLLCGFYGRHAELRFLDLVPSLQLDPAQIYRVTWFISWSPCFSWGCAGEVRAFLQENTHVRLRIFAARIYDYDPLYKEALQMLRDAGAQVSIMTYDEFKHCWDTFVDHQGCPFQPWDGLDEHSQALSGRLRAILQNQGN
EBI2 antag – EBI2 (human) antagonism | P32249 | EBI2 beta-arrestin recruitment, luminescence, 7a,25-OHC stimulated | inhibition, % at 5 µM | actives 0.81% (n = 360,000) | AID 651636; in the data active means inhibition above about 38%;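 further: enzyme fragment complementation signal reports receptor beta-arrestin coupling in cells; 0% = agonist plus DMSO wells and 100% = wells without agonist; some results beyond the cut were filed as inactive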
Target sequence (P32249 whole entry, looked up, the tested form may be a part): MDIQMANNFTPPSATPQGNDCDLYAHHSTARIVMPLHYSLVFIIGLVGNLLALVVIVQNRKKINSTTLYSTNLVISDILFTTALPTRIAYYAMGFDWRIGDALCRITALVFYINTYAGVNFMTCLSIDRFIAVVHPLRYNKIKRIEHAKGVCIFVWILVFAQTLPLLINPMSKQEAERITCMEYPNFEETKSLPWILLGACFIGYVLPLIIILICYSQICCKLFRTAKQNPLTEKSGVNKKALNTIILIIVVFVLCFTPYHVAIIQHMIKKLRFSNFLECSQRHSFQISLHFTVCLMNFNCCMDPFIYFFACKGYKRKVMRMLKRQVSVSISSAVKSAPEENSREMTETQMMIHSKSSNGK
An asterisk follows results filed as active; / = no result given; & = joins results of further samples. Rows were taken by chance. Share with any hit: about 5.8%.

SMILES	APOBEC3G inh	Gli-Sufu block	CCR6 antag	NR3A LBD binder	CXCR6 block	MPTP block	APOBEC3A inh	EBI2 antag
Cc1ccc(S(=O)(=O)n2c(CN3CCCC(C)C3)nc3ccccc32)cc1 (centres undefined)	-5.2	6.0	7.2	0.7	12.7	0.2	-5.2	16.5
CCN(CC(=O)Nc1ccc(OC)cc1)C(=O)c1ccc2c(=O)n3c(nc2c1)CCC3	-7.6	-1.6	8.9	1.0	-1.6	-0.9	-3.9	-8.4
CC(=O)Nc1ccc(Nc2nc3ccccc3nc2NS(=O)(=O)c2ccccc2)cc1	-7.6	-3.6	5.8	4.0	18.3	4.4	-0.9	-8.4
O=C(O)CCC(=O)NC(c1ccccc1)c1ccccc1	-3.0	23.3	19.5	-1.7	-0.4	-1.0	-0.6	10.0
CC(C)CCCN1C(N(C)C)=NC[C@@H]1C	-11.7	5.8	-3.9	0.3	-7.2	-0.7	-3.7	8.3
CCCCNC(=O)CNC(=S)N(CCCN1CCOCC1)Cc1cccs1	-3.1	4.3	5.0	-8.5	-7.7	0.1	-2.4	-6.7
Nc1n[nH]c(N)c1N=Nc1ccccc1F	-7.2	-11.4	5.6	32.3*	0.5	0.3	-3.4	-8.2
Nc1scc2c(C(=O)N/N=C/c3ccc(Cl)cc3)nn(-c3ccccc3)c(=O)c12	50.9*	8.1	18.5	-1.3	19.3	2.8	-4.7	9.8
Cc1cccc(NC(=O)CN2CCOCC2)c1C	-4.5	-9.0	3.5	0.2	0.4	0.7	-5.9	0.8
O=C(/C=C/c1cccc([N+](=O)[O-])c1)NC(=S)Nc1cccc(NC(=O)c2ccccc2Cl)c1	3.9	12.4	34.9	9.3	14.5	1.7	5.1	1.3
Nc1c(Cl)ncnc1N/N=C/c1ccc(O)cc1	-4.1	-2.2	-2.2	13.7*	13.2	1.0	-2.0	1.7
COCCCNC(=O)CN1C(=O)/C(=C/c2ccccc2C)Sc2ccccc21	-2.6	5.8	-3.5	-2.2	5.7	3.2	-0.2	3.9
Cn1c(=O)c2c(nc(SCc3ccc(C(=O)O)cc3)n2C)n(C)c1=O	-6.8	4.3	9.3	1.1	-0.6	0.1	-3.3	4.5
CC1(C)CC(=O)c2cc(OCC(=O)N3CCN(c4ccccc4F)CC3)ccc2O1	-6.9	-1.8	3.8	-1.1	-5.9	-0.6	-3.9	-3.9
CCCC(=O)NCCSC	-3.2	21.8	-24.6	1.8	-6.0	-0.9	-2.8	0.3
O=C(Nc1ccc(Cl)cc1)C1CCCN(C2=NS(=O)(=O)c3ccccc32)C1 (centres undefined)	-0.2	1.2	12.7	-4.3	2.4	-1.0	12.1	-8.1
COc1cc2c(cc1OC)C(C(=O)N1CCOCC1)C(c1cccs1)N(C)C2=O (centres undefined)	-4.5	5.6	-6.8	-1.0	2.8	-0.3	-0.7	-11.8
O=C(c1ccccc1)c1ccc(OC(=O)N2CCCC2)cc1	-6.7	-45.8	-5.7	-0.4	-3.9	0.0	-6.6	-10.7
O=C1c2ccccc2NC(c2ccccc2Cl)N1N=C1CCCCCC1 (centres undefined)	-0.1	-3.5	6.8	-0.1	0.3	0.0	0.4	0.6
CC(=O)c1cccc(Nc2ncnc3ccc(Br)cc23)c1	-3.1	-10.1	2.5	-0.2	0.6	2.8	0.8	1.6
CC(C)(C#N)Cc1cc(CC(C)(C)C#N)cc(C(C)(C)C)c1	-5.6	-1.6	6.2	-1.1	-1.3	0.3	4.3	22.1
COc1cccc(-n2c(C)n[nH]c2=O)c1	-1.1	8.7	-11.3	-0.2	-5.5	1.2	-5.4	-3.5
COc1ccc(C2=CSC3=NCCN23)cc1Cl	-4.3	-0.7	-0.9	-0.7	-4.2	-1.6	-2.5	-6.6
CNc1nc2cccnc2s1	13.0	-0.9	-2.7	1.5	2.4	1.3	0.6	-4.5
CC(Cc1c[nH]c2ccccc12)NC(N)=O (centres undefined)	-9.4	-17.4	12.7	-0.6	-11.5	-1.5	-5.6	-6.8
Cc1cccc2cc3c(NC(=O)CC(C)C)nn(C)c3nc12	-2.9	1.0	-14.5	-0.9	1.0	0.2	-7.9	14.0
Nn1cc(-c2ccccc2)nc1SCC(=O)NCC(F)(F)F	-1.5	-1.7	11.0	-0.4	-2.8	4.7	-0.7	2.8
C#CCOc1ccccc1CNC1CCN(Cc2ccccc2)CC1	9.5	4.1	6.5	0.3	2.4	-0.4	-3.5	-1.7
COC(=O)c1c(NC(=O)COC(=O)c2ccc(O)cc2)sc2c1CCCCC2	-0.2	13.2	-8.7	17.8*	-7.3	41.4	-2.4	21.6
O=C(O)c1cc(-c2ccco2)nc2ccc(Br)cc12	84.4&-1.3	5.9&2.9	10.8&-3.6	-1.9&1.9	0.1&-12.9	-4.6&-0.9	96.1&8.0	-4.2&-0.5
COc1cccc(CN=CC2=C(O)CC(C)(C)CC2=O)c1OC	-2.1	-16.2	7.6	0.4	-8.8	1.2	2.2	-3.8
c1ccc(-c2ccccc2OCCN2CCCC2)cc1	-6.2	8.9	4.9	0.3	3.4	2.2	-1.3	-0.7
N#C/C(=C/c1ccc(N2CCOCC2)o1)C(=O)N1CCOCC1	-4.6	-5.0	-3.8	-1.5	9.2	-1.4	-6.4	2.8
CCSc1nnc(NC(=O)C(CC)Oc2ccccc2)s1 (centres undefined)	-2.0	4.1	4.7	-9.7	-0.1	0.7	-0.9	-10.8
COc1cccc(CN2CCNC(=O)C2CC(=O)N(C)C2CCCCC2)c1OC (centres undefined)	-5.1	4.4	-1.3	-0.9	-7.7	1.4	-6.3	7.6
CCOc1ccccc1CNC(=O)c1ccccc1NC(=O)C1=CSCCO1	-3.1	25.3	9.3	1.6	5.7	-1.5	-0.2	-0.4
O=C(CSc1nnc(-c2cccs2)n1-c1cccc(Cl)c1)c1cccc2c1OCCO2	-2.9	-1.1	-11.1	0.0	5.7	-1.1	-4.1	-3.0
O=C1/C(=C/c2ccccn2)SC(=S)N1c1ccc(O)cc1	-5.1	9.5	19.3	-1.3	10.3	1.5	3.4	3.1
CCC(C)[C@H](NS(=O)(=O)c1ccc(F)cc1Br)C(=O)OC (some centres undefined)	/	2.8	-1.1	3.1	9.6	-0.5	/	-4.2
O=C(COc1ccc(/C=N/NS(=O)(=O)c2ccccc2)cc1)Nc1cccc(Cl)c1	-7.1	5.5	19.9	16.4*	9.0	3.4	-6.9	-4.2
CC(O)(CS(=O)(=O)Cc1ccccc1)C(=O)Nc1cccc(C(F)(F)F)c1 (centres undefined)	-8.1	3.1	-7.9	0.4	4.8	-1.8	-5.8	-2.3
Cc1ccc(N2C(=O)CC(Cc3cccc(C)c3)C2=O)cc1 (centres undefined)	-3.6	-17.3	8.1	-1.8	1.1	0.3	-1.5	-3.0
CCCC[C@@H](CN[C@H](C)CNC)NCC1CCC(C(C)(C)C)CC1 (some centres undefined)	-6.8	15.6	17.6	2.3	/	/	-4.6	/
COc1cccc(CNC(=O)CCC2CCCN(C(=O)c3cccc(Cl)c3)C2)c1 (centres undefined)	-6.8	-1.9	-6.3	-2.2	-1.5	-0.4	2.0	8.3
COc1ccc(C2C(C(=O)Nc3cc(C)on3)c3ccccc3C(=O)N2C)cc1 (centres undefined)	-3.8	0.5	-9.6	-1.2	8.7	-0.5	0.4	-8.1
O=c1c(N2CCOCC2)c(N2CCOCC2)c1=O	-2.1	4.2	-0.3	2.5	-3.2	2.3	1.1	16.7
Cc1cccc(N2CCN(Cc3nc(-c4cccc(Oc5ccccc5)c4)oc3C)CC2)n1	-9.5	19.2	19.1	0.0	3.2	-1.7	-4.6	5.9
Cn1c[n+](C)cc1/C=N/O	20.4	-2.0	10.1	0.6	3.2	-1.4	32.5	4.0
O=C(CC(=O)Nc1ccc(F)cc1F)Nc1ccc(F)cc1F	-1.5	3.2	-3.5	-3.4	4.8	-0.5	1.9	-8.2
CCOc1ccc(N2C(=O)CC(NNc3nc4ccccc4s3)C2=O)cc1 (centres undefined)	4.1	1.2	16.5	-0.3	6.6	0.7	-0.4	7.6

Reprinted from the entries so far for reference:
SMILES	APOBEC3G inh	Gli-Sufu block	CCR6 antag	NR3A LBD binder	CXCR6 block	MPTP block	APOBEC3A inh	EBI2 antag
CC(O)(CS(=O)(=O)Cc1ccccc1)C(=O)Nc1cccc(C(F)(F)F)c1 (centres undefined)	-8.1	3.1	-7.9	0.4	4.8	-1.8	-5.8	-2.3
Cc1ccc(N2C(=O)CC(Cc3cccc(C)c3)C2=O)cc1 (centres undefined)	-3.6	-17.3	8.1	-1.8	1.1	0.3	-1.5	-3.0
CCCC[C@@H](CN[C@H](C)CNC)NCC1CCC(C(C)(C)C)CC1 (some centres undefined)	-6.8	15.6	17.6	2.3	/	/	-4.6	/
COc1cccc(CNC(=O)CCC2CCCN(C(=O)c3cccc(Cl)c3)C2)c1 (centres undefined)	-6.8	-1.9	-6.3	-2.2	-1.5	-0.4	2.0	8.3

(further entries)
SMILES	APOBEC3G inh	Gli-Sufu block	CCR6 antag	NR3A LBD binder	CXCR6 block	MPTP block	APOBEC3A inh	EBI2 antag
CCOc1ccc(S(=O)(=O)N2CCCC(C(=O)NCc3ccncc3)C2)cc1C (centres undefined)	-6.2	9.3	1.0	-1.0	-4.6	0.4	1.8	1.2
CCC(CO)Nc1ncc([N+](=O)[O-])cc1C#N (centres undefined)	-9.5	-2.5	-4.4	-5.2	-6.1	0.9	-3.3	-14.1
Cc1ccc2[nH]c3c(=O)n(CC(=O)NCCCN(C)Cc4ccccc4)ncc3c2c1	-1.1	27.5	3.9	0.7	1.3	-1.6	2.1	-5.7
CC1(C)Cc2c(sc(NC(=O)C(=O)N3CCCC3)c2C#N)CO1	-4.5	-19.7	6.2	-0.7	8.3	-2.3	-5.6	-8.5
COc1ccc(N(C(=O)c2cnccn2)C(C(=O)NC2CCCCC2)c2cc(OC)c(OC)c(OC)c2)cc1 (centres undefined)	-9.7	-9.4	7.0	-1.5	2.5	1.5	-2.2	-9.9
CCCNC(=O)c1ccc2c(=O)n3c(-c4ccc(C)cc4)csc3nc2c1	-9.4	3.1	24.9	8.3	11.7	-0.3	-1.0	-1.2
CC(C)CC(=O)NCCCN1CCN(CCCNC(=O)CC(C)C)CC1	-8.1	3.6	-0.9	-1.3	4.2	-1.0	-1.3	-3.1
CCOc1ccccc1NC(=O)C1C2CCC(O2)C1C(=O)O (centres undefined)	-8.6	5.0	3.5	0.1	-3.1	1.5	-5.8	-3.4
O=C(COC(=O)COc1ccccc1)Nc1ccc(Br)cc1Br	3.6	2.4	0.2	-0.6	-2.4	-1.9	2.7	-0.5
Cc1ccc(S(=O)(=O)N(c2ccccc2)C2CCS(=O)(=O)C2)cc1 (centres undefined)	-0.4	-6.0	-1.4	-8.3	0.7	-0.4	-0.3	-7.8
CC1CCCC(C)N1/N=C/c1ccccc1Br (centres undefined)	-1.1	5.8	18.4	-0.7	-5.6	-0.4	19.7	-6.8
CC(NCCN(C)C)C(=O)C12CC3CC(CC(C3)C1)C2 (centres undefined)	0.0	12.4	-4.4	0.2	3.4	0.1	-3.0	-12.9
O=C(N/N=C/c1cccs1)c1cc(-c2ccncc2)nc2ccccc12	/	45.2	10.9	-2.5	14.0	1.6	/	-13.3
CCCCN(C)C(=O)Cc1c(OC)ccc2cc(Br)ccc12	-4.7	3.8	12.1	-6.0	5.5	1.4	-0.5	17.8
CN(C)S(=O)(=O)c1cccc(-c2nnc(SCc3cc(Cl)cc4c3OCOC4)n2N)c1	2.0	-0.7	10.3	-0.1	1.4	-1.8	2.3	-7.6
Cc1ccc(-c2nnc(NCc3ccccc3)c3ccccc23)cc1	-6.6	9.4	17.6	-10.0	-5.5	65.1*	2.9	31.2
COC(=O)COc1ccc2c(c1C)O/C(=C\c1ccco1)C2=O	-1.6	5.7	-9.4	-4.5	7.6	0.2	6.9	-7.0
Cc1ccc(-c2cc(C)nc3nc(N)nn23)cc1	-4.1	27.1	-8.2	0.3	10.7	-2.2	-2.1	-13.7
Cc1ccc(N(CCC#N)C(=O)COC(=O)c2ccccn2)cc1	-5.9	1.2	0.5	-0.7	3.6	-0.1	-2.1	10.1
